AddAB inh: less growth of phage-infected E. coli with AddAB. E. coli expressing H. pylori AddAB, absorbance growth. inhibition, % at 11.9 µM. 0.29% of 330,000 active. AID 435030; in the data active means inhibition above about 12%;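 further: 0% = vehicle wells of infected cells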
SUMO Mot1 rescue: blocks SUMOylation pathway, rescuing yeast Mot1-301 growth; S. cerevisiae Mot1-301 growth rescue, ATP luminescence, 38.5C; percent above DMSO median, 100 means doubled; growth rescue, % at 18.8 µM; 1% of 320,000 active;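 active means every valid replicate shows activation above 250% relative to neutral control wells; inactive means the rest, any valid replicate at or below 250%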;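 further: OY570 slx delta 5 strain wells were the positive control but not used for scaling; some compounds called inactive have numbers as strong as hits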
OPRM1-OPRD1 ag: OPRM1-OPRD1 heterodimerization agonism; P35372+P41143; cells, luminescence; activation, % at 9.3 µM; 0.3% of 340,000 active; in the data active means activation above about 18%;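 further: 0% = vehicle-treated cells and 100% = reference agonist; values of inactives mirror those of a sister screen read the other way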
Target sequence (P35372 whole entry, looked up): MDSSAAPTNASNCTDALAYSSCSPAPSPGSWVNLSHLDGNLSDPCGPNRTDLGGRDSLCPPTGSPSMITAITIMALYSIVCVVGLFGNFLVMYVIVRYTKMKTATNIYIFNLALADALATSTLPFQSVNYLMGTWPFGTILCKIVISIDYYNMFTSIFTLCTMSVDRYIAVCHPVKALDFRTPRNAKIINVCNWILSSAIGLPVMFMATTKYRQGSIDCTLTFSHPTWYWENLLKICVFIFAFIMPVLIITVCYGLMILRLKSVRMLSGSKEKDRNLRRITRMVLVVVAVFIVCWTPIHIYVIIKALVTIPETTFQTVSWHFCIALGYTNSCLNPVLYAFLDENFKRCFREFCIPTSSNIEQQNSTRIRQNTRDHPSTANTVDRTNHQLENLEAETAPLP
Target sequence (P41143 whole entry, looked up): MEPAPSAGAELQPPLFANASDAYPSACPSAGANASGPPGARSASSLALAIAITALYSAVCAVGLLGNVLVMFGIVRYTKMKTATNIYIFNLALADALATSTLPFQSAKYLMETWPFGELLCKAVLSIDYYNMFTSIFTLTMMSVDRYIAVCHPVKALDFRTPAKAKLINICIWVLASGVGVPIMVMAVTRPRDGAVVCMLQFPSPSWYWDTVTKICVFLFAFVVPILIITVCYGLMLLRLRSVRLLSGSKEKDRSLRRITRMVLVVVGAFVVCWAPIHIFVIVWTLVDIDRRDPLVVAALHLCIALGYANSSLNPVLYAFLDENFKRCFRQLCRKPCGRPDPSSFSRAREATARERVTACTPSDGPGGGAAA
phage Ecoli inh: E. coli growth loss with phage present; inhibition, % at 11.9 µM; AID 651602; 0.26% of 360,000 active; growth absorbance; in the data active means inhibition above about 11%
HTR5A inv ag: HTR5A inverse agonism, opioid heterodimer counter-screen; P47898; HTR5A cell line, luminescence; inhibition, % at 9.3 µM; 0.083% of 340,000 active; AID 504634; in the data active means inhibition mostly above about 23%, no sharp cut-off; inactive means mostly below about 18%;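 further: 0% = cells with DMSO and 100% = no-cell wells with DMSO; some compounds called inactive have numbers as strong as hits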
Pemphigus Ab inh: human desmoglein-3 autoantibody binding inhibition; P32926; DSG3-coupled beads, scFv-anti-DSG3-GFP binding, flow cytometry; stronger effect = lower value; binding (percent of control), % at 10 µM; 0.48% of 310,000 active; AID 588358;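 active means binding more than 3 SD below its plate's average and above zero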;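 further: hits lower antibody fragment binding to DSG3; some compounds called inactive have numbers as strong as hits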
HTR5A ag: counter-screen for OPRM1-OPRD1 agonists: human HTR5A agonism. P47898. HTR5A agonist assay, luminescence, cell-based. activation, % at 9.3 µM. 0.61% of 340,000 active; in the data active means activation mostly above about 9.5%, no sharp cut-off; inactive means mostly below about 7.6%;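 further: 0% = cells with vehicle only and 100% = reference agonist; strong numbers were not always called active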
PKA-R1A activ: PKA-R1A complex activation; activation, % at 11.4 µM; 0.083% of 340,000 active; PKA-R1A dissociation, Cy5-IP20 fluorescence polarization; scaled: DMSO 0%, 113 µM cGMP 100%;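 active means percent activation above the mean of all tested compounds plus 3 SD, cut at about 19% in these data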;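 further: higher means more PKAc released from R1A so a rise in polarization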
PfHsp90 yeast 2: reduces growth (ATP signal) of yeast expressing P. falciparum Hsp90. S. cerevisiae expressing PfHsp90, BacTiter-Glo ATP, 48 h; yeast lacking PDR1 and PDR3 efflux regulators. inhibition, % at 9.4 µM. 0.32% of 310,000 active;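 active means every replicate shows inhibition above about 80%, whatever the replicate mean, limit read from the data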;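 further: 0% = DMSO neutral controls and 100% = 20 µM radicicol positive controls; yeast relying on Plasmodium falciparum Hsp90 in place of its own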
E coli growth: counter-screen for AddAB inhibitors: E. coli growth inhibition; E. coli V3065 growth, OD600 absorbance, 18 h; inhibition, % at 11.9 µM; 0.27% of 330,000 active; AID 449728;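 active means inhibition above the campaign's mean inhibition across all tested compounds plus 3 SD, cut at about 9.9% in these data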;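 further: uninfected addAB+ strain grown without phage in ampicillin broth; 0% = DMSO wells and 100% = ciprofloxacin 0.95 µg/ml wells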
MOR-DOR inv ag: inverse agonist of human OPRM1-OPRD1 heterodimerization | P35372+P41143 | cell-based MOR-DOR heterodimer luminescence, inverse agonism | inhibition, % at 9.3 µM | 0.21% of 340,000 active; in the data active means inhibition above about 22%, passing the limit was not always enough;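 further: 0% = cells with DMSO and 100% = wells without cells with DMSO; values of inactives mirror those of a sister screen read the other way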
Numbers without * were called inactive; i = inactive; x = not tested or not shown. Compounds were not picked by outcome. Share with any hit: about 3.2%.

compound	AddAB inh	SUMO Mot1 rescue	OPRM1-OPRD1 ag	phage Ecoli inh	HTR5A inv ag	Pemphigus Ab inh	HTR5A ag	PKA-R1A activ	PfHsp90 yeast 2	E coli growth	MOR-DOR inv ag
O=C1CCC(C(=O)N2CCCC(C(=O)c3ccc4ccccc4c3)C2)=NN1 (stereo unspecified)	0.8	10	1.6	0.3	5	100	7	-15	-9	-1.4	-9
COc1cccc(OCCOc2ccc(/C=C3\C(=N)N4N=C(S(C)(=O)=O)SC4=NC3=O)cc2OC)c1	x	0	-2.9	0.2	-2	124	1	10	4	x	13
Cc1cccc(NC(=O)c2cccc(C(=O)Nc3cccc(C)n3)c2)n1	0.2	9	-2.3	-1.6	4	100	-1	-13	3	-2.7	11
Cc1ccc(-c2nnnn2C2C/C(=N\NC(N)=S)C3OCC2O3)cc1 (stereo unspecified)	0.6	-5	-3.1	0.0	4	117	6	2	x	0.2	15
O=C(Nc1ccc(Nc2ccccc2)cc1)c1cc([N+](=O)[O-])ccc1Cl	3.3	106	3.9	-0.9	-5	117	1	-6	-14	0.5	-19
COCCn1cnc2c1c(=O)n(Cc1ccccc1C#N)c(=O)n2Cc1ccccc1	3.1	5	-3.1	1.4	-33	101	5	-4	-27	1.6	16
Nc1nc2c(Cl)cc(Cl)cc2s1	1.2	4	2.3	5.1	-16	106	2	-7	x	0.5	-12
CCCNC(=O)COC(=O)c1ccc(OCC(=O)Nc2ccccc2OC)c(OC)c1	-1.1	15	-0.7	2.3	10	97	1	1	10	-1.6	5
CC(=O)Nc1ccc(NC(=O)C2CCN(C(=O)c3ccc([N+](=O)[O-])cc3)CC2)cc1	0.6	6	2.3	-0.3	1	103	0	-3	-8	-1.1	-17
c1ccc(-c2csc3ncnc(NCCN4CCOCC4)c23)cc1	-0.7	29	-2.7	1.4	-10	102	4	4	-15	-2.7	17
CC(C)NS(=O)(=O)c1ccc(Oc2ncc(C(F)(F)F)cc2Cl)cc1	2.5	i	9.3	1.2	-15	110	2	5	-71	-1.7	-52
COc1ccc(S(=O)(=O)N(C)CC(=O)NCCC2=CCCCC2)cc1	-1.1	-14	-1.7	0.5	6	97	3	5	-20	-2.2	10
CC(NS(=O)(=O)c1ccc(Cl)c(Cl)c1)C(=O)OCC(=O)N1CCCCCC1 (stereo unspecified)	2.3	-1	1.8	2.1	-9	94	4	-6	0	-0.7	-7
Cc1cc(C)n(-c2nc3ccccc3c(=O)n2OCC(=O)OCc2ccccc2)n1	x	x	-3.8	-1.8	12	97	-4	3	5	x	16
Cc1ccc(NC(=O)CSCc2cc(=O)n3ccsc3n2)c(C)c1	-0.2	-15	-0.2	3.2	-9	x	2	1	-10	-0.4	1
C[C@]12c3[nH]c4cc(-c5ccco5)ccc4c3CCN1C(=O)[C@@H](CC(=O)NCc1cccc(C(F)(F)F)c1)C[C@@H]2C(=O)N1CCCCC1	-3.5	x	-1.4	2.6	3	98	-1	-9	-9	-0.4	7
Cc1nn(C)cc1C(N)=O	2.5	-3	-4.7	1.4	1	114	3	-4	-13	-1.6	22
COc1cccc(C(C(=O)NC2CCCC2)N(C(=O)c2ccco2)c2ccc(C(C)=O)cc2)c1OC (stereo unspecified)	0.5	-4	-1.3	1.4	4	96	-4	8	7	1.1	8
CC1CCc2sc(C(=O)N(C)CC(=O)Nc3ccc(N4CCOCC4)cc3)cc2C1 (stereo unspecified)	1.8	12	-1.6	1.7	5	102	-3	-1	10	2.0	8
O=C1OC(/C=C/c2ccccc2)=NC/1=C\c1cccnc1	2.4	x	-1.8	3.1	4	88	-3	5	-5	0.8	9
Cc1cccc(Sc2nc(-c3ccccc3)ccc2C#N)c1	-1.6	x	1.8	2.3	11	x	-4	-3	x	-2.4	-9
COc1cc2c(cc1NC(=O)C(C)OC(=O)c1ccc(S(=O)(=O)Nc3ccccc3Cl)cc1)oc1ccccc12 (stereo unspecified)	3.3	12	-2.4	1.7	-33	91	13*	-4	-16	-1.3	12
CC1Cc2cc(S(=O)(=O)CCC(=O)NCc3ccco3)ccc2N1C(=O)C1CC1 (stereo unspecified)	-2.2	4	-2.1	4.5	12	93	2	-2	0	-0.8	11
COc1ccccc1/C=N/OCc1ccc(C#N)cc1	-2.2	15	0.7	0.5	-7	113	2	-3	-5	-4.0	-3
Cc1ccc(CSCc2ccc(C(=O)NC3CCCC3)o2)cc1	2.2	x	-0.8	1.6	-21	101	7	-7	-7	-1.2	4
CN(C)S(=O)(=O)c1cccc(NC(=O)COc2ccc(S(=O)(=O)N3CCOCC3)cc2Cl)c1	0.6	-7	-1.2	-0.2	1	88	0	-19	-34	0.3	6
COc1cc(-c2noc(C)c2C(=O)NCCc2ccccc2)cc(OC)c1OC	-2.2	19	-2.0	2.7	-7	99	-2	-2	0	-1.6	11
O=C(Nc1ccc2c(c1)OCO2)c1cccc2c1C(=O)N(C1CCCCC1)C2	1.6	9	x	4.4	x	106	x	x	-2	1.0	x
O=C(Cn1nc(-c2ccccc2)c2ccccc2c1=O)Nc1ccc2c(c1)nc1n2CCOC1	0.4	15	-1.2	1.9	-14	x	2	-5	x	-1.6	7
CCN(CC)S(=O)(=O)c1ccc(/C=C/C(=O)OCC(=O)c2c(N)n(C)c(=O)n(C)c2=O)cc1	0.3	-11	-1.0	-0.6	-4	103	1	-9	-7	1.2	5
O=S(=O)(NCCc1ccc(Cl)cc1)c1cccs1	-0.1	-7	-0.7	0.9	-13	104	1	0	-2	1.3	4
CCOC(=O)C1CCN(C(=O)c2cc(S(=O)(=O)N(C)C)ccc2N2CCCC2)CC1	1.2	5	0.3	3.0	1	102	2	-6	-15	-0.2	-2
Cc1ccc[n+](CC(=O)Nc2ccc(C)c(C)c2)c1	2.4	-11	-0.7	0.6	-5	107	2	-3	1	-1.7	3
O=C(Nc1ccc(N2CCOCC2)cc1)c1ccc(Cl)c(S(=O)(=O)N2CCCCC2)c1	0.4	-1	0.8	2.5	-16	x	6	1	7	-1.4	-3
Clc1ccc(OCc2noc(-c3ccsc3)n2)c(Cl)c1	1.3	-18	1.4	5.6	5	x	-2	-2	-41	1.1	-7
Cc1ccc(S(=O)(=O)N2CCOCC2)cc1NC(=O)COc1ccc(-c2nnco2)cc1	0.8	-8	-0.3	0.1	-1	118	0	-4	x	0.9	1
C=CCNC(=O)c1cc2sccc2n1C	-0.3	-11	-1.4	3.1	-12	100	4	5	-4	1.3	7
CC(=O)Nc1ccc(NS(=O)(=O)c2cccc3nonc23)cc1	1.9	21	-0.1	-0.4	13	103	-6	-7	-25	-1.5	1
COc1cc2ncnc(NCc3cc(F)ccc3F)c2cc1OC	1.1	-7	-1.0	1.3	-2	99	1	6	-5	3.0	5
CC1CCN(CCCNC(=O)c2cn(C)c3ccc(S(=O)(=O)N4CCCC4)cc3c2=O)CC1	5.2	-7	-1.1	1.0	4	101	0	4	-30	-0.4	6
Cc1ccc(N=Cc2ccc(N(C)C)cc2)cc1C	0.8	x	-2.7	2.9	-2	95	1	-2	14	0.4	14
O=C(NN=C1CCCCCC1)c1cc2ccccc2cc1O	2.8	-4	-2.1	3.7	1	108	-1	-3	6	1.9	7
COc1cc(C(=S)N2CCOCC2)ccc1OC(=O)c1cccc(C)c1	0.8	64	-2.3	-2.2	-2	105	1	7	13	-1.4	12
CN(Cc1nc2ccccc2[nH]1)Cc1nc(CC2CC2)no1	1.6	-3	-4.4	0.8	3	93	0	-5	19	-2.7	23
O=C(NC1CC1)C1=C[C@H](c2ccccc2)C[C@H](OCc2ccc(CO)cc2)O1	1.0	3	-2.5	2.5	-3	101	1	4	9	-1.0	15
CCOC(=O)CSc1n[nH]c(=O)n1CCc1ccccc1	1.1	-9	0.4	2.2	-8	105	2	-3	-5	-1.7	-2
O=C(OCc1ccccc1F)c1cnc(Cl)c(Cl)c1	1.8	27	3.4	2.2	-1	103	0	-2	-19	-2.1	-18
CC(=O)N1CCC(C(=O)N2CCN(S(=O)(=O)c3ccc(F)cc3)CC2)CC1	0.1	-1	-1.6	1.5	-9	x	1	7	6	1.4	9
CCCNS(=O)(=O)c1cccc(C(=O)NC2CCCc3ccccc32)c1 (stereo unspecified)	0.3	-16	1.8	0.2	-6	106	5	3	8	1.3	-9
Cc1ccc(OCCNC(=O)CNC(=O)c2ccccc2Cl)cc1	-0.3	30	-2.5	-0.7	1	103	-2	14	1	-1.1	10
Cc1cccc(CC(C)NC(=O)CCc2nnc(CCCCc3ccccc3)o2)n1 (stereo unspecified)	0.4	11	-0.8	4.2	14	103	-2	-11	-75	-1.3	5
Cc1ccc(C)c(Nc2cc(C)nc(-c3ccccc3O)n2)c1	-3.4	-9	8.6	2.7	-6	105	2	-4	7	-2.3	-39
CCOc1ccc(NC(=O)Cn2ncc3ccccc32)cc1	x	-18	-0.1	-3.1	2	97	-1	0	-2	x	0
COc1ccc(CC(=O)NNc2ncnc3c2cnn3Cc2ccccc2)cc1OC	1.9	17	-3.2	3.5	9	118	2	5	14	-1.0	17
COCCSc1nnc(NC(=O)CS(=O)(=O)c2ccc(C)cc2)s1	1.3	-4	1.2	-0.4	-10	98	-6	-1	-12	0.4	-8
CCOC(=O)N1CCN(Cc2cccs2)CC1	0.0	-1	-0.8	2.1	4	99	5	8	x	0.2	4
CCc1nn(-c2ccccc2)c(=S)c2ccccc12	-0.2	-11	0.0	3.6	10	88	4	2	-29	2.3	0
CCCOc1ccc(/C=N/n2nnnc2N)cc1OC	x	-5	-0.1	2.9	-4	119	1	-1	-5	x	1
O=C(c1ccc([N+](=O)[O-])cc1)N1CCSC1c1ccc(Cl)cc1 (stereo unspecified)	2.2	65	1.4	2.4	2	90	-1	-2	-15	1.2	-10
CC(C)c1ccc(NC(=O)Cn2nnc(C(=O)NCc3ccc4c(c3)OCO4)c2N)cc1	3.5	280	0.7	-1.4	-14	99	0	5	-6	-2.0	-4

More structures follow:
compound	AddAB inh	SUMO Mot1 rescue	OPRM1-OPRD1 ag	phage Ecoli inh	HTR5A inv ag	Pemphigus Ab inh	HTR5A ag	PKA-R1A activ	PfHsp90 yeast 2	E coli growth	MOR-DOR inv ag
CN(C)CCCN(C(=O)CCc1ccccc1)c1nc2ccc(F)cc2s1	0.4	-19	-1.1	3.7	14	107	3	-6	15	-4.8	6
CCOC(=O)c1cccc(NC(=O)C2CCN(S(=O)(=O)c3cccs3)CC2)c1	1.2	370	1.2	x	18	106	4	-3	0	0.2	-6
COc1ccc(-c2nnc(SC(C)C(=O)Nc3c(C)n(C)n(-c4ccccc4)c3=O)o2)cc1 (stereo unspecified)	-0.3	x	1.8	2.3	16	121	9	11	-4	2.7	-10
COc1ccc(O)c(-c2cc(-c3cccc(Br)c3)n[nH]2)c1	2.6	59	13	2.5	-31	101	11	-6	94*	2.3	-74
